Assay outcomes: PubChem, several laboratories
FLuc act counter = FLuc activators, initial screening, artefact control for FLuc-dependent activation tests, biochemical, ATPlite luminescence. 200,000 tested, under 10 active. Luciferin 4-monooxygenase (Photinus pyralis), P08659. activation factor at 10 µM. ATPlite luciferase biochemical, 10 min; 0 = ATP-free wells, 1 = DMSO control. AID 1027, 2008;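 active = luciferase activation factor, scaled between plate controls, of at least 2 with compound at 10 µM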
Target sequence (P08659 whole entry, looked up): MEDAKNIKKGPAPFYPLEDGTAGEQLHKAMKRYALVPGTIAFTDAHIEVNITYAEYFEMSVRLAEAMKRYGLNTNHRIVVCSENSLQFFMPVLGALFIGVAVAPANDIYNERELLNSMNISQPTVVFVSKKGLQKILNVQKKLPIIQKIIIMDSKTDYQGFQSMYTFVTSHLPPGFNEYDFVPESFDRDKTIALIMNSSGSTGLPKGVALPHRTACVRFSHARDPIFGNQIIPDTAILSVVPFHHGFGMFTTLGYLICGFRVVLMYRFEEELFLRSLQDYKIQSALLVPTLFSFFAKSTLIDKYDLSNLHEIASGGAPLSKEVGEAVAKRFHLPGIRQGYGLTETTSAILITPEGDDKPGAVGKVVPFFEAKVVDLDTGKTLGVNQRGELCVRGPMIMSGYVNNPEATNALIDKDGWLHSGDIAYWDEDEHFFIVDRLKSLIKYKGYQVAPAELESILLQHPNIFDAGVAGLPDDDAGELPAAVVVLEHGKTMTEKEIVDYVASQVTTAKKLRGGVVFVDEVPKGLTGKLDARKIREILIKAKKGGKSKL
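System: luciferase plus luciferin reagent, cell-free; medium: PBS as buffer for the ATP substrate; dosing: test compounds dosed from 2 mM stocks in 100% DMSO; timing: 10 min post-reagent at room temperature; measured by: luminescence measurement of luciferase light output; evaluation: luciferase activation, seen as luminescence increase over controls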
STAT1 blocker = STAT1 signaling inhibitors, primary screen, cell-based, HTS, luciferase reporter; NIH 3T3 STAT1-luciferase reporter, IFN-gamma, luminescence; inhibition, % at 5.5 µM; 0.35% of 200,000 active;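 active = inhibition above a set limit, the mean inhibition across all tested compounds plus 3 SD, cut at about 34% in these data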;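 also: 0% = IFN-gamma with DMSO and 100% = IFN-gamma with 300 µM nifuroxazide; values of inactives mirror those of a sister screen read the other way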
STAT1 activator = STAT1 signaling activators, primary screen, cell-based, HTS, luciferase reporter; NIH 3T3 STAT1-luciferase reporter, IFN-gamma, luminescence; 100% = IFN-gamma alone, no compound; activation (% of control), % at 5.5 µM; 2.6% of 200,000 active; AID 932, 2007;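 active = activation above the screen-wide mean activation plus 3 SD, cut at about 130% in these data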;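 also: raw ratio to IFN-gamma control signal so 100% means no change and 0% no light; values of inactives mirror those of a sister screen read the other way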
FLuc inh counter = firefly luciferase enzyme inhibitors, primary screen, artefact control for luciferase-based inhibitor screens, biochemical, luminescence, ATPLite; 1.5% of 200,000 active; inhibition, % at 10 µM; AID 1006, 2008; 10 min; Luciferin 4-monooxygenase (Photinus pyralis), P08659;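 active = inhibition above about 50% when tested at 10 µM, limit read from the data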
STAT3 activator = IL-6 driven STAT3 reporter potentiators, primary screen, U3A cells, luciferase, luminescence, MLSCN library | IL-6 STAT3-luciferase reporter; 100% = signal with IL-6 EC80 alone | activation (% of control), % at 5.6 µM | 0.91% of 190,000 active | AID 871, 2007;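 active = activation above the screen-wide mean of compound activation plus 3 SD, cut at about 130% in these data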;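 also: 0% = background luminescence of wells with medium and substrate only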
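Detection: reporter luminescence signal / Assay system: STAT1-lacking human U3A cells, STAT3 luciferase reporter / Incubation: compound pre-incubation 1 h before IL-6, then 6 h stimulation at 37 °C / Control set: IL-6-only high control / Read-out: % activation relative to IL-6 control / Probe or stimulus: Interleukin-6, 33 ng/mL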
STAT3 inh = IL-6 driven STAT3 reporter inhibitors, primary screen, U3A cells, luciferase, luminescence, MLSCN library. IL-6 STAT3-luciferase reporter; host cell line lacks STAT1. inhibition, % at 5.5 µM. 0.89% of 190,000 active. AID 862, 2007;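 active = inhibition above the mean inhibition across all screened compounds plus 3 SD, cut at about 44% in these data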;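 also: 0% = DMSO only wells and 100% = 100 µM nifuroxazide control wells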
APP transl inh = inhibitors of APP translation via 5'UTR reporter, primary screen, APP 5'UTR luciferase, SH-SY5Y cells. SH-SY5Y APP 5'UTR-luciferase reporter, luminescence. inhibition, % at 2 µM. 0.82% of 190,000 active;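 active = inhibition above a set limit, derived from the sample mean plus 3 SD, cut at about 45% in these data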; also: values of inactives mirror those of a sister screen read the other way
APP 5'UTR act = activators of APP 5'UTR luciferase reporter, primary screen, SH-SY5Y cells. SH-SY5Y APP 5'UTR luciferase reporter, luminescence; zero percent = DMSO vehicle wells. activation, % at 2 µM. 1% of 190,000 active;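 active = activation above a set limit, based on mean plus 3 SD of controls, cut at about 140% in these data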; also: values of inactives mirror those of a sister screen read the other way
ROMK primary = ROMK potassium channel modulators, primary screen, cell-based, thallium flux, MLSMR library; ATP-sensitive inward rectifier potassium channel 1 (Homo sapiens), P48048; Tet-inducible ROMK, thallium flux fluorescence; actives lie on both sides; B-score at 10 µM; 2% of 130,000 active; AID 1918, 2009;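 active = signal ratio slope over the read window, or its plate-corrected B-score, at least 3 SD from the plate mean, either direction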;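 also: B-score of the F/F0 ratio slope over 7 to 12 s after thallium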
Target sequence (P48048 whole entry, looked up): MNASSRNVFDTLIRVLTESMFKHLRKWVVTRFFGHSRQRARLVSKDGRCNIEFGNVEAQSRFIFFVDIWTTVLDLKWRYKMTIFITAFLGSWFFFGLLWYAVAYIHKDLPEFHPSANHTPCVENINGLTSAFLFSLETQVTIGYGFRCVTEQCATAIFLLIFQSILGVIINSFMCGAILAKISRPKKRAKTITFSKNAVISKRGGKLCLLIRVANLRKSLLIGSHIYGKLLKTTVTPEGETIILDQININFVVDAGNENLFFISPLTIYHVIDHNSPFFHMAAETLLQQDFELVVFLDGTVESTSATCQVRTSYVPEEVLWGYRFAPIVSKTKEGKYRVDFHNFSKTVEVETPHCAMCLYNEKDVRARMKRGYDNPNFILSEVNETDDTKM
NF-kB expr up = activators of NF-kB expression in neurons, primary screen, cell-based, HTS; human neuronal cells, NF-kB reporter expression; active compounds read high; fold change at 12.5 µM; 1.6% of 190,000 active; in the data active = fold change above about 3.3
The depositor's hits bear a star; x = no result given.

(1) Cc1nc2cc(Cl)c(Cl)cc2nc1C
(2) COCCCNC(=O)c1ccc(Cn2c(=O)c3ccccc3n(Cc3ccccc3C)c2=O)cc1
(3) O=C(NNC(=S)Nc1ccccc1)c1cccs1
(4) CCCc1ccc(OCC(=O)O)cc1
(5) COc1ccc(N2C(=O)CSC2c2cccs2)cc1 (configuration not stated)
(6) O=C(Cn1ncc(Cl)c(Cl)c1=O)c1ccc(Cl)cc1

Compound,1,2,3,4,5,6
STAT1 blocker,-29,12,-32,-3,-1,13
ROMK primary,-0.7,0.0072,-0.34,x,0.14,x
APP transl inh,-129,11,-66,0,-5,81*
STAT3 activator,111,104,104,103,108,101
STAT1 activator,125,91,130*,102,101,88
FLuc act counter,1.1,1.1,0.6,1,1.1,1
NF-kB expr up,0.92,0.92,2.5,1.2,1.1,1.1
STAT3 inh,-8,-5,-6,2,0,2
FLuc inh counter,-7,-6,44,0,-6,-1
APP 5'UTR act,129,-11,66,0,5,-81

(7) CCOc1ccc(C(=O)c2ccncc2)cc1
(8) CC(=O)CSc1nnc(-c2ccc(S(=O)(=O)N3CCC(C)CC3)cc2)o1
(9) O=C(CSCc1ccc(Cl)cc1)Nc1ccc2c(c1)OCCO2
(10) Cc1cc(C)n2nc(SCC(=O)N/N=C/c3ccccc3F)nc2n1
(11) CCOC(=O)c1cnn2cc(-c3[nH]ncc3[N+](=O)[O-])cnc12
(12) CC1=C/C(=C/N(C)c2ccccc2)C(=O)S1

Compound,7,8,9,10,11,12
STAT1 blocker,2,3,-12,5,4,7
ROMK primary,-0.91,0.99,x,x,0.15,x
APP transl inh,-9,-26,-10,-8,-4,-2
STAT3 activator,102,105,107,102,108,100
STAT1 activator,98,96,111,96,96,93
FLuc act counter,1,x,1,1.1,1,1.1
NF-kB expr up,1.3,x,1.1,0.96,1.2,1.2
STAT3 inh,0,-3,4,4,-6,-1
FLuc inh counter,-4,x,-2,-9,-3,-7
APP 5'UTR act,9,26,10,8,4,2

(13) COc1cccc(C(=O)NCC(c2cccnc2)N2CCN(c3ccccc3OC)CC2)c1 (configuration not stated)
(14) COc1ccc(N2C(=O)c3ccccc3NC2c2ccc(OC)c(Cn3nnc4ccccc43)c2)cc1 (configuration not stated)
(15) COc1ccc(-c2nnn(CC(=O)N(C3CCCC3)C(C)C(=O)NC3CCCC3)n2)cc1OC (configuration not stated)
(16) COc1cc(OC)cc(C(=O)NC(C)c2cnn(-c3ccccc3C)c2C)c1 (configuration not stated)
(17) COc1ccc(N(CC(O)CN2C(=O)NC(C)(C)C2=O)S(=O)(=O)c2ccccc2)cc1 (configuration not stated)
(18) CCc1nnc(NC(=O)c2cc(OC)c(OC)cc2[N+](=O)[O-])s1

Compound,13,14,15,16,17,18
STAT1 blocker,11,-1,11,6,-3,-5
ROMK primary,x,x,-0.8,x,-0.022,0.051
APP transl inh,6,-51,-12,-2,-9,1
STAT3 activator,88,105,85,100,98,101
STAT1 activator,90,101,90,93,103,102
FLuc act counter,x,1.1,1,1,1.1,1
NF-kB expr up,0.7,1.3,1,1.2,1,1.1
STAT3 inh,20,-3,20,7,0,5
FLuc inh counter,x,-5,-4,3,-10,1
APP 5'UTR act,-6,51,12,2,9,-1

(19) Cc1cc(N2CCOCC2)nc(NCc2ccccc2)n1
(20) O=C(Nc1ccccc1N1CCCCC1)c1cccc(F)c1
(21) COc1ccccc1N1CCN(/N=C/c2cccc(OC)c2O)CC1
(22) Cc1ccc(C=Nc2cc([N+](=O)[O-])ccc2C)s1
(23) Cn1c(=O)c2c(ncn2CC(=O)Nc2nc3ccc(F)cc3s2)n(C)c1=O
(24) Cc1cc2cc(CCNC(=O)c3ccc(C)c([N+](=O)[O-])c3)c(=O)[nH]c2cc1C

Compound,19,20,21,22,23,24
STAT1 blocker,19,5,-11,4,5,-4
ROMK primary,x,0.27,-1.6,0.12,-0.36,-0.62
APP transl inh,5,-6,-76,0,-11,3
STAT3 activator,83,100,93,92,117,95
STAT1 activator,83,95,110,97,96,104
FLuc act counter,1,1,0.6,1.1,1.1,1
NF-kB expr up,0.78,1,1.4,0.98,1.2,0.44
STAT3 inh,26,5,16,9,-22,8
FLuc inh counter,3,-2,45,-6,-6,0
APP 5'UTR act,-5,6,76,0,11,-3

Entries of single compounds from above. Order of values: STAT1 blocker	ROMK primary	APP transl inh	STAT3 activator	STAT1 activator	FLuc act counter	NF-kB expr up	STAT3 inh	FLuc inh counter	APP 5'UTR act
COCCCNC(=O)c1ccc(Cn2c(=O)c3ccccc3n(Cc3ccccc3C)c2=O)cc1 across the screens: 12	0.0072	11	104	91	1.1	0.92	-5	-6	-11
CC(=O)CSc1nnc(-c2ccc(S(=O)(=O)N3CCC(C)CC3)cc2)o1 across the screens: 3	0.99	-26	105	96	x	x	-3	x	26
CC1=C/C(=C/N(C)c2ccccc2)C(=O)S1 across the screens: 7	x	-2	100	93	1.1	1.2	-1	-7	2
COc1cc(OC)cc(C(=O)NC(C)c2cnn(-c3ccccc3C)c2C)c1 (configuration not stated) across the screens: 6	x	-2	100	93	1	1.2	7	3	2

Next compounds:
(25) CC(C)[C@H](NC(=O)c1ccccc1)C(=O)OCC(=O)N1CC2(C)CC1CC(C)(C)C2 (some centres not stated)
(26) Cc1nn(CC(N)=O)c(=O)c2ccccc12
(27) COc1ccc(-n2c(COc3ccc(C)cc3)nnc2SCc2ccc(C#N)cc2)cc1
(28) CSc1nc2sc3c(c2c2nnnn12)CC(C)(C)OC3
(29) COc1cccc(C2(O)CCN(C(=O)c3cccs3)CC2)c1
(30) O=c1c2sccc2nc(SCc2cc(=O)n3cc(Cl)ccc3n2)n1-c1ccc(F)cc1

Compound,25,26,27,28,29,30
STAT1 blocker,3,4,-2,-1,1,6
ROMK primary,-0.5,-0.13,x,0.18,x,x
APP transl inh,-13,-7,21,-1,6,13
STAT3 activator,97,100,98,98,99,107
STAT1 activator,98,96,102,100,100,95
FLuc act counter,1,1.1,1.1,x,1,1
NF-kB expr up,0.96,0.97,0.66,x,1.1,0.94
STAT3 inh,1,1,6,4,7,-9
FLuc inh counter,-1,-6,-5,x,-5,-5
APP 5'UTR act,13,7,-21,1,-6,-13

(31) COc1ccc(CNc2nc3ccccc3n2CCN2CCCCC2)cc1
(32) COc1ccc(OC(=O)c2ccncc2)cc1
(33) CC1CCCN(C(=S)NC2CCCC2)C1 (configuration not stated)
(34) COc1ccc(/C=N/NC(=O)Cn2cnc3ccccc3c2=O)cc1OC
(35) CCOC(=O)C1(CCCc2ccccc2)CCN(Cc2ccn[nH]2)CC1
(36) CCCN1C2=C(C(=O)CCC2)C(c2ccc(F)cc2)C2=C1c1ccccc1C2=O (configuration not stated)

Compound,31,32,33,34,35,36
STAT1 blocker,10,0,1,8,4,2
ROMK primary,-0.1,x,0.4,-0.72,-0.51,0.05
APP transl inh,-29,1,-4,-17,-8,-2
STAT3 activator,94,98,102,93,110,103
STAT1 activator,90,100,98,93,95,101
FLuc act counter,1.1,1,1,1.1,1,x
NF-kB expr up,0.89,1.2,1.2,1.1,0.9,x
STAT3 inh,13,6,2,12,-7,0
FLuc inh counter,-6,-1,-4,-5,-4,x
APP 5'UTR act,29,-1,4,17,8,2

(37) Cc1ccc2nc(NC(=O)c3ccco3)sc2c1
(38) Cc1c(C(=O)NCCSCc2ccccc2)cccc1[N+](=O)[O-]
(39) O=C(Cn1nnc(-c2cccs2)n1)NCc1ccco1
(40) CCCc1nn2c(=O)c(C(c3cccc(Cl)c3)c3c(O)nc4sc(CCC)nn4c3=O)c(O)nc2s1
(41) COc1cccc(CN(C)CC(=O)Nc2ccccc2N2CCOCC2)c1OC
(42) CC1=C(C)CC(C(=O)N2CCN(Cc3ccccc3)CC2)C(C(=O)O)C1 (configuration not stated)

Compound,37,38,39,40,41,42
STAT1 blocker,59*,5,0,0,9,1
ROMK primary,-0.81,-0.63,0.52,x,-0.059,-0.12
APP transl inh,-84,5,3,0,-12,10
STAT3 activator,22,98,87,108,99,103
STAT1 activator,45,94,100,100,91,100
FLuc act counter,0.1,1,1.1,1,1,0.9
NF-kB expr up,1.8,1.2,0.85,1.5,1.2,1.1
STAT3 inh,94*,7,23,1,7,1
FLuc inh counter,90*,-1,-12,-1,3,10
APP 5'UTR act,84,-5,-3,0,12,-10

(43) Cc1ccc2c(c1)C(O)(C1COC(C)(C)CC1=O)C(=O)N2C (configuration not stated)
(44) Cc1ccccc1S(=O)(=O)Cc1ccc(C(=O)NCc2cccnc2)o1
(45) COc1cccc(C(=O)CSc2nnc(CNS(C)(=O)=O)n2-c2ccc(C)cc2)c1
(46) O=C(CN1CCN(c2ccccn2)CC1)Nc1ccc(Oc2ccccc2)cc1
(47) CCOC(=O)c1cc(-c2nnc(-c3cc(OC)c(OC)c(OC)c3)o2)c(C)nc1C
(48) COC(=O)c1ccc(NC(=O)N2CCOCC2)cc1
(49) Cc1ccccc1NC(=O)CSc1n[nH]c(-c2ccco2)n1

Compound,43,44,45,46,47,48,49
STAT1 blocker,5,14,6,0,-2,-1,0
ROMK primary,2.8,x,x,-0.47,0.47,x,0.41
APP transl inh,-3,12,18,-14,2,7,-5
STAT3 activator,101,101,109,95,106,96,99
STAT1 activator,94,88,95,100,102,101,98
FLuc act counter,1,0.9,1,1,x,1,1
NF-kB expr up,1.1,0.97,0.97,1,x,1.1,1.1
STAT3 inh,3,4,-6,10,-4,8,3
FLuc inh counter,-4,6,-5,-3,x,-2,3
APP 5'UTR act,3,-12,-18,14,-2,-7,5
